Screening results from PubChem BioAssay.
HCV inhibitor: qHTS Assay for Inhibitors of Hepatitis C Virus (HCV); Huh7.5.1 HCVcc-Cre infection, luciferase reporter, 44 h; Potency, µM (highest dose often 41.8 µM), for inactives: at the highest dose activity change, negative = inhibition, most hits filed as inhibitors; 3.4% of 340,000 active; note: potency is the fitted concentration of half-maximal effect; % is set by controls: 0 for no effect and ±100 for the full control effect
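Antiviral activity was scored by luciferase reporter output from cells infected with HCVcc-Cre (~0.5 moi) in presence of compound, 44 h infection period, cells seeded 1,000/well 4 h prior.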
FBPA Giardia inh: qHTS Assay for Inhibitors of Fructose-1,6-bisphosphate Aldolase from Giardia Lamblia. Potency, µM (top dose mostly 59.6 µM), inactives show top-dose activity, negative = inhibition, hits mostly inhibitors. AID 2451, 2010. A8B2U2. purified Giardia FBPA. 0.71% of 290,000 active; note: potency is the fitted concentration of half-maximal effect; % is set by controls: 0 for no effect and ±100 for the full control effect; nearly all actives have a fitted effect of over 55% in size
Target sequence (A8B2U2 whole entry, looked up): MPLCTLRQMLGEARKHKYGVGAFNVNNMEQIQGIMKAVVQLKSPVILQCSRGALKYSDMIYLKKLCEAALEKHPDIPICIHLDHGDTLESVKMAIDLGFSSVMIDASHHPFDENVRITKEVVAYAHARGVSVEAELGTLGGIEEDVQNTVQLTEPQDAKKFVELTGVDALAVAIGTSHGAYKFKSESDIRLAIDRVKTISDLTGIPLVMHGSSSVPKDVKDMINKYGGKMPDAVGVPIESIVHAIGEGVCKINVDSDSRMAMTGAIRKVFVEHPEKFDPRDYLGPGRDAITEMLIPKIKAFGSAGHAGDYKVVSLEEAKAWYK
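40 nM FBPA preincubated 10 min at RT with compound (up to 57.5 uM final), then substrate plus GAPDH/TPI/NAD/arsenate coupling and diaphorase/resazurin added. Fluorescence read after 20 min at RT, 525/598 nm.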
Pf growth 48h: Primary qHTS for delayed death inhibitors of the malarial parasite plastid, 48 hour incubation; P. falciparum luciferase growth in erythrocytes, 48 h; AID 504832, 2011; 5.9% of 310,000 active; Potency, µM (highest dose often 28.7 µM), inactives show top-dose activity change, negative = inhibition, actives largely listed as inhibitors; note: potency is the fitted concentration of half-maximal effect; % is set by controls: 0 for no effect and ±100 for the full control effect
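A one-generation exposure of luciferase-tagged malaria parasites in RPMI 1640/Albumax erythrocyte culture, 37 C and 5% CO2. Inhibition is inferred from decreased luminescence after adding detection reagent.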
Shiga inhibitor: A qHTS for Small Molecule Inhibitors of Shiga Toxin | Vero cells, Shiga toxin protein synthesis inhibition reporter | inhibition, % at 38.7 µM | 9.2% of 290,000 active | AID 2315, 2010; in the data active = inhibition mostly above about 28%, no sharp cut-off; inactive = mostly below about 43%; note: 0% is about no effect
CHX counter: Cycloheximide Counterscreen for Small Molecule Inhibitors of Shiga Toxin | 12% of 300,000 active | cell reporter, cycloheximide protein synthesis inhibition counterscreen | AID 2314, 2010 | max response, %; in the data active = max response mostly above about 13%, no sharp cut-off; inactive = mostly below about 14%; note: read at 38.3 µM for the half of the compounds with a filed dose; 0% is about no effect
Pf growth 96h: Primary qHTS for delayed death inhibitors of the malarial parasite plastid, 96 hour incubation | 6.9% of 320,000 active | Potency, µM (highest dose often 28.7 µM), inactives show at the highest dose activity change, negative = inhibition, actives largely listed as inhibitors | AID 504834, 2011 | P. falciparum luciferase reporter growth, 96 h; note: potency is the fitted concentration of half-maximal effect; % is set by controls: 0 for no effect and ±100 for the full control effect
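P. falciparum expressing integrated firefly luciferase, in erythrocytes at 2% hematocrit, 0.05% parasitemia, incubated with compounds 96 h at 37 C, 5% CO2. Growth inhibition read as loss of luminescence; two-generation exposure targets delayed-death apicoplast inhibitors.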
An asterisk follows results filed as active; i = inactive; ? = inconclusive; nt = no result given; & = joins results of further samples; [ ] = dose if it differs, or a comment. Unless noted, calls come from the whole dose curve; as a rule, active = well fitted curve in the direction sought with a large enough effect; inconclusive = small, poorly fitted or top-dose-only effect, or another doubt; inactive = no such curve, though single readings can be large; an effect the other way counts as inactive or inconclusive.

cpd	Compound	HCV inhibitor	FBPA Giardia inh	Pf growth 48h	Shiga inhibitor	CHX counter	Pf growth 96h
1	COc1ccc(N(CC(=O)N2CCc3ccccc3C2)S(C)(=O)=O)cc1Cl	3%	10%	-6%	-10	1	?
2	NC(=O)N/N=C/C=C/c1ccc(F)cc1	4%	5%	?	-3	2	42%[activator]
3	COc1ccc(CNC(=O)c2cc(=O)c3ccccc3o2)cc1	-16%	-4%	-20%[0.00184 µM]	-8	0	?
4	CCOC(=O)[C@H]1[C@H]2COc3ccc(C)cc3[C@@H]2N2C(=O)c3cc(F)c(F)cc3NC(=O)[C@@]12C	-9%	nt	12µM*	nt	nt	?
5	FC(F)(F)c1ccc(NC(=S)NC2CCCCC2)cc1	?	-5%	?	82*	44*	?
6	CCOc1cc2c(cc1OCC)C(C(=O)O)C(c1ccc(OC)c(O)c1)N(C)C2=O (stereo not drawn)	18%	-7%[12.9 µM]	9%	19	0	?
7	COc1ccc2c(c1)sc(=N)n2C	-5%	1%	?	-13	-6	3.7µM*
8	CCOC(=O)c1ccc(N=C2SC(C(=O)NC)CC(=O)N2Cc2ccc(F)cc2)cc1 (stereo not drawn)	24%	3%	-25%	12	7	1.7µM*
9	COc1ccc(NC(=O)COc2ccc(Br)cc2)c(OC)c1	-19%	4%	0%	30*	13*	?
10	CC1=C(C(=O)OCc2ccccc2)C(c2cccs2)NC(=O)N1CCCC(=O)O (stereo not drawn)	26%	14%	17%	-11	-1	-23%
11	COc1ccc(C(=O)NNC(=O)CSc2nnc(-c3cccnc3)o2)cc1	9%	1%	-30%	-12	-2	?
12	O=C(CNC(=O)C1CCCCC1)Nc1ccc(Cl)cc1	3%	2%	40%[activator]	30*	23*	34%[activator]
13	O=C(CSc1ccc(Cl)cc1)NNC(=O)c1ccco1	6%	nt	15%	-8	10	15µM*
14	COc1ccc(N2CC(C)Cn3c2nc2c3c(=O)n(CCN3CCOCC3)c(=O)n2C)cc1 (stereo not drawn)	-20%	5%	-1%	2	-3	0%[5.75 µM]
15	CCCCCCCCOC(=O)CCn1[nH]c(=O)c2ccccc2c1=O	20%	6%	?	-9	-4	10µM*
16	O=C(Nc1nnc(C2=COCCO2)o1)c1cccc([N+](=O)[O-])c1	18%	nt	20%	-9	-2	11%
17	Cc1cc(=O)[nH]c(SCC(=O)NCCOc2ccccc2)n1	7%	-10%	9%	-3	-2	13%
18	O=C(NCc1ccccc1)N1CCN(c2ccc(Cl)c(Cl)c2)CC1	-23%	4%	12%	-22	-5	46%[activator]
19	Cc1cc(=O)[nH]c(SCC(=O)NCc2ccc3c(c2)OCO3)n1	14%	-29%	23%	-7	-5	?
20	CCN(CC)C(=O)Cn1cc(C(=O)C(=O)NCCc2c[nH]c3ccccc23)c2ccccc21	?	6%	-18%	-9	-2	-59%
21	COc1ccc(CC(=S)N2CCOCC2)cc1OC	32%[activator]	-1%	54%[activator]	20	1	?
22	Cc1nn(C)c(C)c1S(=O)(=O)N1CCC(CO)(CC2CCCCO2)CC1 (stereo not drawn)	4%	4%	3%	-12	5	?
23	Cc1ccc(N(CC(=O)Nc2ccc3c(c2)OCCO3)S(=O)(=O)c2c(C)noc2C)cc1	-19%	-2%	0%	-6	11	453%[activator]
24	COc1cc(CC(=O)OCC(=O)N2CCCCC2C)cc(OC)c1OC (stereo not drawn)	12%	-3%	6%	-3	-2	20%
25	COCCCn1c(Cc2csc(Nc3cccc(Cl)c3)n2)nnc1SCC(=O)OC	10%	?	?	-5	-1	?
26	Cc1cccc(-c2nc(NCCCN(C)C)c3ccccc3n2)c1	-3%	?	?	51	14*	-13%
27	CCOc1ccc(C2(C#N)CC[N+](C)(C)CC2)cc1	26%	2%	-3%	-6	-4	8%
28	CCOC(=O)c1c(Cc2cccc(Cl)c2)c[nH]c1C	5%	-7%	-22%	-22	8	?
29	CCN(CC)c1nc2n(c(=O)n1)CCO2	23%	9%	20%	-5	-2	86%[activator]
30	CCOCc1c(C(=O)OCC(=O)Nc2ccc(C)c(S(=O)(=O)N(C)C)c2)oc2ccccc12	-19%	0%	-1%	-20	-1	14%

Seven entries out of the list, sorted by length of the SMILES, descending:
cpd	Compound	HCV inhibitor	FBPA Giardia inh	Pf growth 48h	Shiga inhibitor	CHX counter	Pf growth 96h
20	CCN(CC)C(=O)Cn1cc(C(=O)C(=O)NCCc2c[nH]c3ccccc23)c2ccccc21	?	6%	-18%	-9	-2	-59%
8	CCOC(=O)c1ccc(N=C2SC(C(=O)NC)CC(=O)N2Cc2ccc(F)cc2)cc1 (stereo not drawn)	24%	3%	-25%	12	7	1.7µM*
25	COCCCn1c(Cc2csc(Nc3cccc(Cl)c3)n2)nnc1SCC(=O)OC	10%	?	?	-5	-1	?
15	CCCCCCCCOC(=O)CCn1[nH]c(=O)c2ccccc2c1=O	20%	6%	?	-9	-4	10µM*
26	Cc1cccc(-c2nc(NCCCN(C)C)c3ccccc3n2)c1	-3%	?	?	51	14*	-13%
5	FC(F)(F)c1ccc(NC(=S)NC2CCCCC2)cc1	?	-5%	?	82*	44*	?
7	COc1ccc2c(c1)sc(=N)n2C	-5%	1%	?	-13	-6	3.7µM*

Returning to the listing; the 2 compounds before the break are reprinted first.
cpd	Compound	HCV inhibitor	FBPA Giardia inh	Pf growth 48h	Shiga inhibitor	CHX counter	Pf growth 96h
29	CCN(CC)c1nc2n(c(=O)n1)CCO2	23%	9%	20%	-5	-2	86%[activator]
30	CCOCc1c(C(=O)OCC(=O)Nc2ccc(C)c(S(=O)(=O)N(C)C)c2)oc2ccccc12	-19%	0%	-1%	-20	-1	14%
31	CC1Sc2ccc(S(=O)(=O)CCC(=O)NC(C)c3ccccc3)cc2NC1=O (stereo not drawn)	?	-9%	-7%	-4	-2	3%
32	Cc1nc2c(sc3nc(N4CCOCC4)c4c(c32)CC(C)(C)OC4)c(-c2ccccc2)c1C(=O)O	?	0%	16%	-6	-1	?
33	N#Cc1nc(-c2ccc(F)cc2)oc1NCc1cccc2c1OCO2	-4%	-10%	49%[activator]	46	34*	22%
34	CC(C)(C)N1C(=O)[C@H]2[C@@H](c3ccc(Br)cc3)N3C(=O)N(c4cccc(F)c4)C(=O)[C@@]3(Cc3ccccc3)[C@H]2C1=O	?	nt	5.2µM*	nt	nt	4.7µM*
35	COc1ccc(OC)c(N/C(=N/c2nc(C)cc(C)n2)NC(C)=O)c1	11%	1%	11%	-3	-2	11%
36	COc1ccccc1NC(=O)CN1CCN(CC(=O)Nc2ccccc2Cl)CC1	2%	-1%	1%	-8	-3	-2%
37	CCOCCOC(=O)c1ccc(NC(=O)c2cc(OC)c(OC)c(OC)c2Br)cc1	?	3%	-4%	-7	-1	29%
38	COc1ccc(C(=O)N2CCN(C(=O)C3COc4ccccc4O3)CC2)cc1 (stereo not drawn)	-9%	1%	7%	11	-5	87%[activator]
39	COc1cc(S(=O)(=O)NC2CCCCC2)ccc1Cl	11%	3%	-20%	-3	-2	?
40	CCc1c(C#N)c(SCCC(=O)Nc2ccc(F)cc2)nc2c1C(=O)CC(C)(C)C2	11µM*	2%	?	-25	-5	nt
41	COC(=O)c1cc(-c2c[nH]c3ccccc23)n[nH]1	-24%	-1%	9%	16	10*	-10%
42	CCOC(=O)c1c(/N=C/C2C(=O)CCCC2=O)sc(C)c1C	-26%	-5%	9%	-5	3	?
43	COC(=O)[C@@H]1CCCN1C(=O)c1cc(COc2cccc3cccnc23)on1	-2%	nt	24%	18	-3	-8%
44	CC1CCCN(CC(O)COc2ccc(S(=O)(=O)N3CCCC3)cc2[N+](=O)[O-])C1 (stereo not drawn)	2%	nt	?	nt	nt	?
45	O=C(NCc1cccnc1)/C(=C/c1ccco1)NC(=O)c1ccccc1	-4%	3%	28%	14	-1	12µM*
46	Cc1ccc(Nc2c(-c3ccc(N4CCOCC4)cc3)nc3ncccn23)cc1C	-11%	1%	?	23	-1	0%
47	Cn1cnc([N+](=O)[O-])c1S(=O)(=O)c1cccc(Cl)c1	?	-2%	-43%	20	-3	?
48	Cc1ccsc1/C=C1\CCC(C2CCCC2)C1=O (stereo not drawn)	-4%	5%	i	106*	44*	-26%
49	COc1ccc(C(C)NC(=O)c2ccccc2)cc1 (stereo not drawn)	26%	0%	9%	26	-3	nt
50	O=C(c1ccc[nH]c1=S)N1CCN(S(=O)(=O)c2ccc(Br)cc2Cl)CC1	12%	22%	-7%	-7	-2	-19%
51	Cc1ccc(-c2nc(S(=O)(=O)c3ccc(F)cc3)c(SCC(=O)NCC3CCCO3)o2)cc1 (stereo not drawn)	2%&17%	-2%	8%	-10	0	0%
52	Cc1cc(C)cc(NC(=O)C2(c3cccs3)CCOCC2)c1	2%	-3%	-2%	-5	-2	?
53	CN(CC(=O)Nc1ccc(F)cc1)C(=O)COC(=O)C1=COCCO1	6%	nt	-24%	nt	nt	18%
54	Cc1ccc2[nH]c(=S)cc(C)c2c1	17%	6%	?	-6	-2	-2%
55	O=C(CNC(=O)c1ccccc1Br)N/N=C/c1cc(Br)ccc1O	?	12%	?	29	-3	1%
56	CC(C(=O)Nc1cccc(C#N)c1)N(C)CCOc1ccccc1 (stereo not drawn)	-17%	-1%	-13%	-5	-5	42%[activator]
57	O=C(O)CN1C(=O)/C(=C/c2ccc(N3CCCCC3)o2)SC1=S	10%	?	-13%	-5	-1	-9%
58	O=C(CN1CCCc2ccccc21)NCCc1ccc(F)cc1	8%	-9%	6%	11	3	?
59	COc1ccc(C(=O)c2ccc(N3CCN(C(=O)c4ccc(F)cc4)CC3)c(F)c2)cc1Br	?	0%	nt	-9	-4	-26%
60	O=C(O)C[C@@H](CNC(=O)COc1ccc2ccc(=O)oc2c1)c1ccc(Cl)cc1	11%	nt	-1%	-5	-4	-3%

#61 Cc1ccccc1NC(=O)N1CCNC(=O)C1CC(=O)Nc1cc(Cl)ccc1Cl (stereo not drawn)
#62 O=C(Nc1cccc([N+](=O)[O-])c1)c1ccc(CN2CCOCC2)cc1
#63 CCn1c(SCC(=O)NNC(=O)c2ccccc2)nnc1-c1ccco1
#64 C=CCOc1ccc(C(=O)Nc2ccc(OCC)cc2)cc1
#65 CCn1c(SCC(=O)NC2CCCCC2C)nnc1-c1ccc(OC)cc1 (stereo not drawn)
#66 O=C(Nc1ccc(Oc2cccnc2)cc1)c1ccccc1F
#67 CCOC(=O)C1CCN(S(=O)(=O)c2ccc3[nH]c(=O)ccc3c2)CC1
#68 Cn1nnnc1NCc1ccccc1F
#69 N#Cc1ccc(S(=O)(=O)Nc2ccc3ccccc3n2)cc1

| assay / entry | 61 | 62 | 63 | 64 | 65 | 66 | 67 | 68 | 69 |
| --- | --- | --- | --- | --- | --- | --- | --- | --- | --- |
| HCV inhibitor | -2% | ? | 5% | -17% | 10% | ? | 12% | 18% | 3% |
| FBPA Giardia inh | nt | -5% | 0% | 7% | 6% | -5% | -9% | 14% | 13% |
| Pf growth 48h | ? | 145%[activator] | -2% | 0% | ? | -13% | 0% | 32%[activator] | 45%[activator] |
| Shiga inhibitor | -3 | 85* | -7 | 39 | -19 | 64 | -6 | nt | -2 |
| CHX counter | 2 | 39* | -1 | 7 | -2 | 26* | -3 | -3 | 8 |
| Pf growth 96h | -7% | 12µM* | 0% | 4.1µM* | ? | 88%[activator] | 11% | -9% | -8% |
